Assay outcomes: PubChem, Emory University Molecular Libraries Screening Center
14-3-3g Raf – modulators of 14-3-3 gamma protein binding, primary screen, biochemical, fluorescence polarization; 14-3-3 protein gamma (Homo sapiens), P61981; 160,000 compounds, 0.19% hits; FP, 14-3-3gamma / TMR-pS259-Raf peptide binding; AID 422, 2006; inhibition, % at 40 µM; in the data active = inhibition above about 30%;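 note: 0% = protein plus tracer without compound and 100% = blank with tracer alone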
Target sequence (P61981 whole entry, looked up): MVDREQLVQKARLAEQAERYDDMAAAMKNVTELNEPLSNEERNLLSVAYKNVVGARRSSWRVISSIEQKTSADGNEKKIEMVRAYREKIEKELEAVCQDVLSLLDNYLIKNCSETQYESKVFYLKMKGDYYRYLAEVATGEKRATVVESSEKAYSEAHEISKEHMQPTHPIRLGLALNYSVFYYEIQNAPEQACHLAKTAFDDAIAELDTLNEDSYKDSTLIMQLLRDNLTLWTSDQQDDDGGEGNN
An asterisk follows results filed as active; & = joins results of further samples. Only part of the results is shown (hit frequency here may not be typical).

14-3-3g Raf,smiles
-138.0,Cc1ccc(/C=c2\sc3nc(-c4ccco4)nn3c2=O)o1
-8.0&-11.3,CC(c1ccccc1)N1CC(C(=O)NC2CCCC2)CC1=O (configuration not stated)
2.6,COc1cc2nc(SCC(N)=O)n(CCC3=CCCCC3)c(=O)c2cc1OC
-8.3,Cc1ccc2nsnc2c1S(=O)(=O)Nc1cccc(C(F)(F)F)c1
0.4,N#Cc1ccc(CSCC(=O)O)cc1
-2.6,COc1cc(NC(=O)CCCn2nc([N+](=O)[O-])c(Cl)c2C)cc(OC)c1OC
-2.3,CC1CC(C)CN(S(=O)(=O)c2ccc(F)c(C(=O)NC3CCCCC3C)c2)C1 (configuration not stated)
4.6,O=C1NC(c2ccc(O)cc2)C(C(=O)c2ccccc2)C(O)(C(F)(F)F)N1 (configuration not stated)
-2.6,CCCCNC(=O)C1COc2ccccc2O1 (configuration not stated)
-0.6,CCOc1ccccc1N(C(=O)c1snc(C(N)=O)c1N)C(C(=O)NC1CCCC1)c1ccco1 (configuration not stated)
1.3,COc1ccc(N(CC(=O)NC2CCCC2)C(=O)Cn2nnc(-c3ccc(C)cc3)n2)cc1
-5.9,Cc1ccc(-n2c(C)nc3cc(C(=O)NCCc4ccccc4)ccc32)c(C)c1
-11.3,Cc1ccc(S(=O)(=O)CCC(=O)Nc2cccc3c2CCCC3)cc1
-15.0,O=C(CC(c1ccco1)C1CCCCC1=O)c1ccco1 (configuration not stated)
-10.9,COC(=O)c1c(C)[nH]c(C(=O)CSc2ncnc3sc4c(c23)CCC4)c1C
-5.0,CCN(Cc1ccccc1)C(=O)Cn1c(=O)n(-c2ccc(OC)cc2)c(=O)c2ccccc21
-6.0,CCOC(=O)c1c(NC(=O)CSc2nc3ccccc3o2)sc2c1CCCC2
4.7,COc1ccccc1N1CCN(C(=O)C2c3ccccc3C(=O)N(C)C2c2cccs2)CC1 (configuration not stated)
-0.9,Cc1ccc(-c2nnc3sc(-c4ccncc4)nn23)cc1
3.2,Cc1cc(C(C)(C)C)oc1C(=O)Nc1ccc(CC(=O)O)cc1
-4.2,Cc1ccc(C)c(OCC(=O)Nc2sc3c(c2C(N)=O)CCC(C)C3)c1C (configuration not stated)
3.0,O=c1c2ccccc2ncn1Cc1ccc(Cl)cc1
5.3,CSc1ccc(-c2oc(C)c(C)[n+]2[O-])cc1
0.7,COc1cc(S(=O)(=O)n2nnc3ccccc32)c(OC)cc1Cl
4.1,COc1cc(-c2nnc(SCc3ccc(Br)cc3)o2)cc(OC)c1OC
7.9,COc1ccc(N2CCN(C(=O)NC3CCCCC3)CC2)cc1
-11.6,Cc1ccc(OCc2nnc(NC(=O)Cc3cccs3)s2)cc1
-4.9,COc1ccccc1N1CCN(C(=O)c2cc3c(=O)[nH]c4ccc(C)cc4c3s2)CC1
-2.2,COc1ccc(CNC(=O)C(=O)Nc2ccc(OC)cc2OC)cc1
-3.6,CCCCn1c(-c2ccc(OC)cc2)nc2ccccc21
1.8,O=C(Nc1ccccc1)c1cc(S(=O)(=O)N2CCC(=O)C3CCCCC32)ccc1Cl (configuration not stated)
-0.9,COc1ccc(OC)c2[nH]c(=O)c(CCNS(=O)(=O)c3ccccc3)cc12
-3.2,COCCNC(=O)C1c2ccccc2C(=O)N(C)C1c1cccs1 (configuration not stated)
-3.2,COc1ccc(C2SCCN2C(=O)c2ccc([N+](=O)[O-])cc2)cc1Br (configuration not stated)
2.6,COc1cccc(OCc2nc3c4cnn(-c5ccccc5)c4ncn3n2)c1
-19.4,O=c1cc(O)c2sc3nc(C45CC6CC(CC(C6)C4)C5)ccc3c2[nH]1
-6.6&-2.5,COc1ccc2c(c1)CCc1c(C(=O)NCCN3CCOCC3)noc1-2
-2.1,Cc1ccc(C2=NNC(C)(CC(=O)Nc3ccccc3)S2)cc1 (configuration not stated)
-3.8,O=c1c2c(nc(SCc3ccc([N+](=O)[O-])cc3)n1-c1ccc(F)cc1)CCS2
-7.2,CCn1c(SCC(=O)c2ccc3c(c2)OCCO3)nnc1C(C)C
3.1,CCCCCCCOC(=O)C1=C(C)Nc2nnnn2C1c1ccc(C)cc1 (configuration not stated)
-3.1,O=C(NCCc1ccccc1)c1ccc2c(c1)NC(=O)C(N1CCCC1)S2 (configuration not stated)
-1.1,CCN(CC)P(=O)(c1cccc([N+](=O)[O-])c1)c1cccc([N+](=O)[O-])c1
-11.6,O=C(Nc1sc2c(c1C(=O)NCc1ccco1)CCCC2)c1ccc2c(c1)OCO2
-15.0,O=C(CSc1nnc(CNC(=O)c2ccco2)o1)Nc1cccc2ccccc12
-17.5,CC(C)(C)c1nnc(Nc2ccc3c(c2)OCO3)[nH]c1=O
1.3,COc1ccc(N2CCN(Cc3nc4c(c(=O)n(C)c(=O)n4C)n3CCc3ccccc3)CC2)cc1
-1.7,COCCNC(=O)c1cccnc1SCc1ccccc1Cl
3.0,CC(=O)Nc1ccccc1C(=O)OCC(=O)c1ccc(Br)cc1
1.3,COc1ccc(-n2c(SC)nnc2-c2c[nH]c3ccccc23)cc1

Single entries from the entries so far:
14-3-3g Raf, COc1ccc(N(CC(=O)NC2CCCC2)C(=O)Cn2nnc(-c3ccc(C)cc3)n2)cc1 reads 1.3
14-3-3g Raf, Cc1cc(C(C)(C)C)oc1C(=O)Nc1ccc(CC(=O)O)cc1 reads 3.2

(listing goes on)
14-3-3g Raf,smiles
-5.6,O=C(NCC1CCCO1)c1ccc(COCC(F)(F)C(F)F)cc1 (configuration not stated)
-2.5,Cc1cc(N)c(NC2=CC(=O)CC(C)(C)C2)cc1C
-5.2,COc1ccc(C2C3=C(CC(C)(C)CC3=O)Nc3[nH]c(=S)[nH]c(=O)c32)cc1 (configuration not stated)
2.1,Cc1ccc(NC(=O)c2cc(-c3cccs3)nc3ccccc23)c(C)c1
-1.6,O=C(Nc1ccc2c(c1)OCCO2)C1CCCN1S(=O)(=O)c1cccc2cccnc12 (configuration not stated)
-0.1,O=C(O)Cn1cc(I)c(=O)[nH]c1=O
-7.9,COC(=O)c1ccc(N2C(=O)CC(SCCN)C2=O)cc1 (configuration not stated)
0.7,O=P(Cc1cc[n+]([O-])cc1)(c1ccccc1)c1ccccc1
-4.5,O=c1[nH]c2ccccc2c2ocnc12
-3.2,O=[N+]([O-])c1cccc(C2Nc3ccc4ccccc4c3C3C=CCC32)c1 (configuration not stated)
-14.4,COc1ccc(/C(O)=C2/C(=O)C(=O)N(CCCN(C)C)C2c2ccc(C)o2)cc1Cl (configuration not stated)
-5.5,Cc1ccccc1CS(=O)(=O)CCC(=O)NCCN1C(C)CCCC1C (configuration not stated)
-18.6,C=CCOC(=O)C1=C(C)NC2=C(C(=O)CCC2)C1c1cc(Cl)c(O)c(OC)c1 (configuration not stated)
-4.8,CCCCCCOc1ccc(N2C(=O)CC(N3CCN(C)CC3)C2=O)cc1 (configuration not stated)
-33.9,COc1cccc(N2C(=O)c3ccc(C(=O)Nc4ccc(Br)cc4C(=O)O)cc3C2=O)c1
3.8,OC(COCc1ccc(Cl)cc1)CN1CCN(CC(O)COCc2ccc(Cl)cc2)CC1 (configuration not stated)
0.4,NS(=O)(=O)C1CCS(=O)(=O)C1 (configuration not stated)
-4.3,CN(C)CCNC(=O)c1cc(-c2ccccc2)nc2ccccc12
3.4,COc1ccc(-c2nc(CSCC(=O)N3CCN(C4CCCCC4)CC3)c(C)o2)cc1OC
0.6,COC(=O)c1c(C)oc2ccc(OC(=O)c3cccs3)cc12
-11.7,CCc1ccccc1N(CC(=O)OC)S(C)(=O)=O
-2.8,CC(=O)NC1(c2ccccc2)CCN(C(=O)N2CCOCC2)CC1
-19.7,O=C(C1CCC1)N1CCc2cc(S(=O)(=O)N3CC=C(c4ccccc4)CC3)ccc21
-14.7,CCOC(=O)c1c(NC(=O)c2c(OC)cccc2OC)sc2c1CCCC2
-6.4,O=[N+]([O-])c1ccc(Nc2cc(Cl)c3nonc3c2[N+](=O)[O-])cc1

Reprinted at random: five compounds from above.
14-3-3g Raf,smiles
-4.8,CCCCCCOc1ccc(N2C(=O)CC(N3CCN(C)CC3)C2=O)cc1 (configuration not stated)
-18.6,C=CCOC(=O)C1=C(C)NC2=C(C(=O)CCC2)C1c1cc(Cl)c(O)c(OC)c1 (configuration not stated)
-14.7,CCOC(=O)c1c(NC(=O)c2c(OC)cccc2OC)sc2c1CCCC2
0.4,NS(=O)(=O)C1CCS(=O)(=O)C1 (configuration not stated)
-5.5,Cc1ccccc1CS(=O)(=O)CCC(=O)NCCN1C(C)CCCC1C (configuration not stated)

Next records
14-3-3g Raf,smiles
1.5,O=C(Nc1ccccc1Br)C1CCCN(S(=O)(=O)c2cccc3nsnc23)C1 (configuration not stated)
-8.6,CCN1CCCC1CNC(=O)C1c2cc(OC)c(OC)cc2C(=O)N(C)C1c1cccs1 (configuration not stated)
-0.3,CCN(CC)c1ccc(C2CC(=O)C3=C(C2)Nc2ccccc2N(C(C)=O)C3c2ccccc2)cc1 (configuration not stated)
-3.2,COc1ccc(S(=O)(=O)n2ccnc2C)cc1
-3.1,O=C(c1cc2ccccc2o1)n1nnc2ccccc21
-2.3,Cc1nc(N2CCOCC2)c2c(C)c(C(=O)Nc3c(C)cc(Br)cc3C)sc2n1
-5.8,Cc1ccccc1-c1nc(CS(=O)(=O)CC(=O)NCCN2CCOCC2)c(C)o1
-2.1,COc1ccc(C2(CNC(=O)c3ccccc3Cl)CCOCC2)cc1
-12.1,CC1(C)CC(=O)C2=C(C1)OC1=C(C(=O)CC(C)(C)C1)C2c1ccc(OCC(=O)O)cc1
1.0,COc1ccc2c(c1)c(=O)c1ccccc1n2CC(=O)Nc1ccccc1C(F)(F)F
-7.8,COc1ccccc1-n1c(N)c(C(=O)NC2CCCCC2)sc1=S
-7.8,CCOC(=O)c1cc2c(=O)n3ccccc3nc2n(C2CCCCC2)c1=NC(=O)c1ccc(OC)cc1OC
-8.2,Clc1ccc(CSc2ncnc3c2oc2ccccc23)cc1
-6.9,Cc1ccc(SCc2[nH]nc3c2C(c2cccnc2)C(C#N)=C(N)O3)cc1 (configuration not stated)
-1.4,COc1ccc(C2C(N3C(=O)c4cccc([N+](=O)[O-])c4C3=O)C(=O)N2c2ccc(Br)cc2)cc1Br (configuration not stated)
-7.3,Cc1sc2nc(SCc3nnc(-c4cccs4)o3)n(C3CCCC3)c(=O)c2c1C
-37.4,COc1ccc(C2NN(C(=O)c3cccc(Br)c3)C3C(=O)N(c4ccc(C)cc4)C(=O)C23)c(OC)c1 (configuration not stated)
-48.6,Cc1ccc(O)c(C2NC(C(=O)O)Cc3c2[nH]c2ccccc32)c1 (configuration not stated)
8.1,C=CCn1c(C(C)NC(=O)c2cccc(C)c2)nc2ccccc21 (configuration not stated)
-4.3,CC(C)OC(=O)CSc1nnc(-c2ccc(O)cc2)n1Cc1ccccc1
6.8,O=C(NCCCN1CCCCC1)c1c(O)c2c([nH]c1=O)CCCC2
-6.3,COC(=O)c1ccccc1NC(=O)c1ccc(Br)o1
-3.3,COCCOC(=O)C1=C(C)NC2=C(C(=O)CC(C)(C)C2)C1c1cc(OC)c(OC)cc1OC (configuration not stated)
-5.1,O=C(Cc1ccc(S(=O)(=O)N2CCOCC2)s1)Nc1ccc2c(c1)CCC2
-10.4&-4.9,CC(C)Cc1cc(C(=O)O)n[nH]1
-1.2,CCc1ccc(N2CC(C(=O)Nc3cc(C)ccn3)CC2=O)cc1 (configuration not stated)
-64.6,CCOc1ccc(S(=O)(=O)N=C2C=C(Nc3cccc(C)c3)C(=O)c3ccccc32)cc1
-3.6,COc1ccc(OC)c(C2CC(c3ccc(C)cc3)Nc3ncnn32)c1 (configuration not stated)
1.3&5.9,C=CCOc1ccc(C2N3CC4(C)CN2CC(CCC)(C3)C4=O)cc1 (configuration not stated)
-2.6,COc1ccc(OC)c(C2NC(=O)NC(C)=C2C(=O)Nc2ccc(F)cc2)c1 (configuration not stated)
-3.8,O=C(NCCCn1ccnc1)c1ccccc1F
0.2,O=C1CC(c2ccco2)Cc2nc(NCC3CCCO3)ncc21 (configuration not stated)
14.3,CCC(C)NC(=O)c1cc(=O)[nH]c2ccc(S(=O)(=O)N3CCCC(C)C3)cc12 (configuration not stated)
-3.5,CCC(=O)Nc1nc2ccccc2s1
-1.3,CCOC(=O)c1ccc(NC(=O)c2ccccc2CCc2ccccc2)cc1
-4.7,CCCNC(=O)CCS(=O)(=O)c1cc(Br)cc2c1N(C(C)=O)CC2
3.3,COc1cccc(C(=O)Oc2c(Sc3ccccc3[N+](=O)[O-])c(C)nn2C(C)(C)C)c1
-6.4,O=C1CCC(c2ccc(-n3ccnc3)cc2)=NN1
-7.7,COc1cc(OC)cc(C(=O)Nc2cc(-c3nc4cc(C(C)C)ccc4o3)ccc2Cl)c1
-1.0,Cc1ccc(C2/C(=C(\O)c3ccc(S(=O)(=O)N(C)C)cc3)C(=O)C(=O)N2CCN2CCOCC2)cc1 (configuration not stated)
-4.1,Cc1cccc(-c2nc(C#N)c(N3CCCCCC3)o2)c1
-0.4,COc1ccccc1C(=O)OCC(=O)c1ccc([N+](=O)[O-])cc1
-0.6,COc1ccc(-n2nc(C(=O)NCC(=O)Nc3ccc(C)c(F)c3)c3ccccc3c2=O)cc1OC
-8.2,CCn1ccnc1C(O)(c1ccccc1)c1ccc(C)cc1 (configuration not stated)
-2.9,CC(C)(C)C1CCc2onc(C(=O)Nc3cnn(Cc4ccc(F)cc4)c3)c2C1 (configuration not stated)
0.2,CC(=O)Nc1ccc(NS(=O)(=O)c2cn(C)c(=O)n(C)c2=O)cc1
-8.7,O=C(Nc1ncnc2c1CCC2)C12CC3CC(CC(C3)C1)C2
-76.1,COc1ccc(N=c2oc3c(C)ncc(CO)c3cc2C(=O)Nc2ccccc2C)c(OC)c1
-22.4,Cc1ccccc1OCC(=O)Nc1ccc2c(c1)C(=O)c1ccccc1C2=O

A different layout for some results above:
O=C1CCC(c2ccc(-n3ccnc3)cc2)=NN1
- 14-3-3g Raf = -6.4

COc1cc(OC)cc(C(=O)Nc2cc(-c3nc4cc(C(C)C)ccc4o3)ccc2Cl)c1
- 14-3-3g Raf = -7.7

Cc1ccc(C2/C(=C(\O)c3ccc(S(=O)(=O)N(C)C)cc3)C(=O)C(=O)N2CCN2CCOCC2)cc1 (configuration not stated)
- 14-3-3g Raf = -1.0

Cc1cccc(-c2nc(C#N)c(N3CCCCCC3)o2)c1
- 14-3-3g Raf = -4.1
